Source: PubChem (several laboratories)
SF-1 act: activators of human nuclear receptor SF-1 | Q13285 | CHO-K1 Gal4-SF-1 LBD luciferase reporter; % increase over DMSO SF-1-specific signal | activation, % at 10 µM | 1.9% of 65,000 active | AID 522;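 active = activation above the mean activation of all tested compounds plus 3 SD, cut at about 50% in these data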
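System: CHO-K1 cells with Gal4–hSF-1 LBD chimera plus Gal4-driven luciferase; quantity: 4,000 CHO-K1 cells per well; compound: one dose, 10 µM compound, 1% DMSO; times: 20 h compound treatment, 37 °C; measured by: SteadyLite luciferase luminescence; read-out: percent activation versus DMSO; benchmarks: DMSO and mock-transfected background; replicates: one test per compound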
DUSP1 inh: inhibitors of human MKP-1 phosphatase; P28562; recombinant MKP-1, OMFP hydrolysis fluorescence; inhibition, %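 (compounds tested at a single concentration somewhere between 10 and 100 µM)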; 0.15% of 65,000 active; AID 374;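 active = inhibition above about 50%, limit read from the data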;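 note: 0% = DMSO max control wells and 100% = wells with enzyme stopped by NaOH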
RORA act: activates the human nuclear receptor RORA; CHO-K1 Gal4-RORA LBD luciferase reporter, luminescence; percent increase over mock-subtracted basal signal; activation, % at 10 µM; 1.5% of 65,000 active; AID 560;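 active = activation above the mean of all tested compounds plus 3 SD, cut at about 49% in these data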;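 note: 0% = DMSO-treated RORA cells and 100% = added signal equal to DMSO minus mock-transfected cells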
Target sequence (P35398 whole entry, looked up, the tested form may be a part): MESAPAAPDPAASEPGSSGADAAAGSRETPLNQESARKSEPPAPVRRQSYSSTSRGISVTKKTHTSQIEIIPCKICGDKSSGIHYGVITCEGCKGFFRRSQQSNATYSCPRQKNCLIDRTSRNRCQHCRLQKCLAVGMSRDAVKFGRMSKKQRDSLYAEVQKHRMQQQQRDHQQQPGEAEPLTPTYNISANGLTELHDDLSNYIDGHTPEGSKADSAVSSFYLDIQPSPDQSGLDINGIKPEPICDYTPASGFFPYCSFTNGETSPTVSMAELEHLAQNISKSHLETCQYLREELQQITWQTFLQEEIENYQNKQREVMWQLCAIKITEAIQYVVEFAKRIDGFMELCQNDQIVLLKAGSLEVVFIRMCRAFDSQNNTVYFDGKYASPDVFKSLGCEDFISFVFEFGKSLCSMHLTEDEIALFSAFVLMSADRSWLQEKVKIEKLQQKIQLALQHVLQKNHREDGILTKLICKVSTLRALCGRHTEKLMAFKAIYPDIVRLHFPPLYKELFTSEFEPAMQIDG
Cdc25B inh: inhibitors of human Cdc25B phosphatase | P30305 | recombinant Cdc25B, OMFP fluorescence Ex485/Em525 | inhibition, %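 (compounds tested at 10 µM final in the well)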 | 0.1% of 65,000 active; in the data active = inhibition above about 50%
TNAP act DEA: activators of human TNAP at intermediate phosphate acceptor | P05186 | purified TNAP, CDP-star luminescence, 100 mM DEA, 30 min; active compounds read high; scale: 0 levamisole-inhibited, 1 vehicle-only enzyme | activation factor at 20 µM | 64,000 tested, under 10 active | AID 813;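 active = activation factor of at least 2 at 20 µM, relative to controls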
FXIIa inh mix: factor XIIa (human) inhibition, mixture screen; P00748; purified FXIIa, fluorogenic substrate, pooled mixtures; inhibition, % at 5 µM; 0.2% of 62,000 active; AID 684; in the data active = inhibition above about 20%, passing the limit was not always enough;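 note: 0% = enzyme without compound and 100% = no enzyme blank; some results filed as inactive read as strong as hits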
D1 mod: allosteric modulators of human D1 dopamine receptor; P21728; HEK293 D1, CRE-luciferase, dopamine EC30 potentiation; actives deviate in either direction; B-score at 10 µM; 5.9% of 58,000 active;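 active = luminescence count or its row- and column-corrected plate score outside the 99.7% band of the plate's sample wells, on either side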
Target sequence (P21728 whole entry, looked up): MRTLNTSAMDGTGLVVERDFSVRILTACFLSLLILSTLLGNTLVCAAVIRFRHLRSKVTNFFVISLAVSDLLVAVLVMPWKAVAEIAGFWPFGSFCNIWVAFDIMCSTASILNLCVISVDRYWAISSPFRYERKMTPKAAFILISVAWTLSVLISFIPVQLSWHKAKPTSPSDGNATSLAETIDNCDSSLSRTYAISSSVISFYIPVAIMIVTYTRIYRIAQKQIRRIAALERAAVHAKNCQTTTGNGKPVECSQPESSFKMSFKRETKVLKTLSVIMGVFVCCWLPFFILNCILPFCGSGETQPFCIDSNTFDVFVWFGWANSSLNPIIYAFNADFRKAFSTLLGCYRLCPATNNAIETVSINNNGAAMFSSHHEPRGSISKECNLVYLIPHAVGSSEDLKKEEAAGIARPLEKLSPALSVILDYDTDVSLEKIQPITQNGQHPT
HER2 expr 66K: lowers expression of human Her2 kinase; SKBR-3 HER2 protein level, AlphaScreen, 18-24 h; active compounds read low; HER2 level % of control, % at 10 µM; 0.69% of 65,000 active; AID 645;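 active = HER2 level under 5% of the carrier-only control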;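 note: 100% = DMSO carrier and 0% = 500 nM PU-H71 HSP90 inhibitor; lower value means stronger loss of Her2 protein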
Hsp90 inh: displaces geldanamycin probe from tumor Hsp90 | NCI-N417 lysate Hsp90, Cy3B-geldanamycin FP displacement | 0.35% of 64,000 active | inhibition, % at 30 µM | AID 429 | P07900;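 active = inhibition above 50%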;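 note: 0% = tracer plus lysate wells and 100% = tracer alone without lysate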
* marks the source's active call; other numbers are inactive results; · = not tested or not shown; & = joins results of further samples. This is a random part of the collection. Share with any hit: about 8.9%.

item	canonical_smiles	SF-1 act	DUSP1 inh	RORA act	Cdc25B inh	TNAP act DEA
1	COC(=O)C1CCN(C(=O)Cc2ccc(Br)cc2)CC1	-8	-5	8	9	0.9
2	CCCNC(=O)C1CCN(S(=O)(=O)c2ccc(Br)cc2)CC1	31	4	-4	-13	1
3	c1ccc(N2CCN(c3ccccc3)C2c2cccs2)cc1	24	4	58*	2	0.9
4	O=C(c1ccccc1)c1ccc(OCC(O)CN2CCOCC2)cc1 (configuration not stated)	12	5	4	-5	1
5	COc1ccc(OC)c2[nH]c(=O)c(CCNS(=O)(=O)c3ccc(C)cc3)cc12	-15	25	-6	-6	0.9
6	CCOC(=O)c1cnc(NCc2ccccc2)nc1C	-8	-18	36	1	0.8
7	CCC1(c2ccc(F)cc2)NC(=O)N(CC(=O)c2ccc[nH]2)C1=O (configuration not stated)	-6	-2	-4	-9	0.9
8	COc1ccc(CCNC(=O)CSc2nc(-c3ccco3)cc(C(F)(F)F)n2)cc1OC	8	-3	14	-9	1
9	CC(=O)c1cccc(NC(=O)c2cc(-n3cnnc3)ccc2Cl)c1	4	8	-1	-8	1
10	CCC1CCCCN1C(=O)CSc1nc(N)c(NC(=O)c2ccc(OC)c(OC)c2)c(=O)[nH]1 (configuration not stated)	-1	13	-20	-7	0.9
11	O=C(CSc1ncccc1C(=O)O)c1ccccc1	5	12	-2	-7	0.9
12	CCOc1cc(C(=O)N2CCc3cc(OC)c(OC)cc3C2)ccc1OC(F)F	-77	23	-57	8	0.8

item	FXIIa inh mix	D1 mod	HER2 expr 66K	Hsp90 inh
1	-15	-0.86	93	0
2	0	0.28	76	-2
3	11	-0.071	·	4
4	-1	-0.32	70	-4
5	-8	0.35	103	-1
6	7	2.1	83	-6
7	6	0.18	98	-10
8	2	0.11	99	0
9	12	-0.95	86	-5
10	14	-0.42	92	-1
11	4	0.38	115	-1
12	9	15*	80	-6

Next part.
item	canonical_smiles	SF-1 act	DUSP1 inh	RORA act	Cdc25B inh	TNAP act DEA
13	O=C(O)c1ccc(-c2ccco2)n1Cc1ccccc1	3	3	-5	-5	1
14	COc1ccc(C(CNC(=O)COc2ccccc2OC)N(C)C)cc1OC (configuration not stated)	-5	10	2	0	1
15	Nc1ccc(C(=O)O)c(O)c1	7&-4	-13&-9	-17&-3	-26&-17	0.9&0.8
16	Cc1c(/C=N/n2cnnc2)c2ccccc2n1C	7	10	-10	-1	0.9
17	Cc1ccc(OCc2nnc(SCC(=O)CC(=O)Nc3ccccc3)o2)cc1	-2	-31	-16	-11	0.9
18	COc1ccc(CCNC(=O)C2=COCCO2)cc1	14	3	19	0	0.9
19	COc1ccc(N(CC(=O)Nc2nc3ccc(C)cc3s2)S(=O)(=O)c2c(C)nn(C)c2C)cc1	-28	13	34	-10	1
20	CCC(C)(C)NC(=O)CN(Cc1ccc2c(c1)OCO2)C(=O)CCC(=O)Nc1ccccn1	-6	19	3	-6	0.9
21	O=C1c2ccccc2C(Nc2ccc3c(c2)OCO3)N1Cc1ccc2c(c1)OCO2 (configuration not stated)	-10	-2	-25	-3	0.8
22	CCOC(=O)c1c(NC(=O)CSc2nnnn2C)sc(CC)c1C	-29	32	3	3	1
23	C[C@]12CCC(=O)C=C1CC[C@@H]1[C@@H]2[C@@H](O)C[C@@]2(C)[C@H]1CC[C@]2(O)C(=O)CO	-6	-14	-16	-12	0.9
24	COC(=O)c1[nH]c2ccc(Cl)cc2c1NC(=O)CCN1CCOCC1	10	-6	13	-32	0.9

item	FXIIa inh mix	D1 mod	HER2 expr 66K	Hsp90 inh
13	6	·	108	5
14	-17	0.51	97	-1
15	3&2	-0.22&0.21	102&95	-4&1
16	8	-0.81	78	-7
17	-2	0.17	97	-4
18	5	0.042	83	-2
19	9	-0.16	41	0
20	3	0.37	110	-1
21	7	4.1*	102	51*
22	4	1.3	88	-2
23	12	-1.5	105	-2&-2
24	-4	0.02	87	-2

Next compounds:
item	canonical_smiles	SF-1 act	DUSP1 inh	RORA act	Cdc25B inh	TNAP act DEA
25	O=C(Nc1ccon1)c1ccccc1Cl	24	14	-11	-2	1
26	COc1ccc(NC(=O)c2cccc(Cn3cc(Br)cn3)c2)cn1	28	-8	-2	-2	0.9
27	O=C(CCCn1c(=S)[nH]c2cc3c(cc2c1=O)OCO3)N1CCN(c2ccc(F)cc2)CC1	7	7	-17	-16	0.9
28	Cc1ccc(S(=O)(=O)N2CCN(C(=O)C3Cc4ccccc4CN3C(=O)c3ccco3)CC2)cc1 (configuration not stated)	-2	39	-6	2	1
29	O=C(NCCC1=CCCCC1)c1ccc(F)c(S(=O)(=O)N2CCOCC2)c1	22	27	15	-7	0.9
30	CCN(CC)c1ncnc2sc(C(=O)N3CCN(c4ccccc4)CC3)c(C)c12	-1	11	-5	-12	·
31	CC(C)(C)NC(=O)C(c1ccco1)N(C(=O)Cn1nnc(-c2ccc(F)cc2)n1)c1ccccc1 (configuration not stated)	12	19	-25	-5	1
32	Cc1ccc(Cn2nnc3c(=O)[nH]c(C4CCN(S(=O)(=O)c5cc(C)ccc5C)CC4)nc32)cc1	-16	35	22	18	1
33	Cc1ccc(Cl)cc1N1CCN(C(=O)C2CCN(S(=O)(=O)c3cnc[nH]3)CC2)CC1	1	1	-7	12	1
34	Nc1nonc1-c1nc2ccccc2n1Cc1ccccc1	6	4	38	-18	1
35	COc1ccccc1-n1c(SCC(=O)Nc2cccc(C)c2)nc2c(c1=O)SCC2	-5	35	-4	5	1
36	O=C1C(Cl)=C(NCC2CCCO2)C(=O)N1Cc1ccccc1 (configuration not stated)	5	-3	-4	-8	1

item	FXIIa inh mix	D1 mod	HER2 expr 66K	Hsp90 inh
25	7	-0.023	83	-1
26	3	0.047	142	-18
27	-1	0.79	125	-5
28	-1	-0.14	103	-2
29	1	-0.63	60	0
30	·	-1	104	0
31	0	0.5	98	0
32	11	1.8	67	1
33	2	0.088	110	3
34	-3	1.6	51	-5
35	2	·	92	-2
36	4	4.8*	74	-5

In another format: results already given
35. COc1ccccc1-n1c(SCC(=O)Nc2cccc(C)c2)nc2c(c1=O)SCC2
30. CCN(CC)c1ncnc2sc(C(=O)N3CCN(c4ccccc4)CC3)c(C)c12
28. Cc1ccc(S(=O)(=O)N2CCN(C(=O)C3Cc4ccccc4CN3C(=O)c3ccco3)CC2)cc1 (configuration not stated)
29. O=C(NCCC1=CCCCC1)c1ccc(F)c(S(=O)(=O)N2CCOCC2)c1
31. CC(C)(C)NC(=O)C(c1ccco1)N(C(=O)Cn1nnc(-c2ccc(F)cc2)n1)c1ccccc1 (configuration not stated)
32. Cc1ccc(Cn2nnc3c(=O)[nH]c(C4CCN(S(=O)(=O)c5cc(C)ccc5C)CC4)nc32)cc1
27. O=C(CCCn1c(=S)[nH]c2cc3c(cc2c1=O)OCO3)N1CCN(c2ccc(F)cc2)CC1

entry no.,35,30,28,29,31,32,27
SF-1 act,-5,-1,-2,22,12,-16,7
DUSP1 inh,35,11,39,27,19,35,7
RORA act,-4,-5,-6,15,-25,22,-17
Cdc25B inh,5,-12,2,-7,-5,18,-16
TNAP act DEA,1,·,1,0.9,1,1,0.9
FXIIa inh mix,2,·,-1,1,0,11,-1
D1 mod,·,-1,-0.14,-0.63,0.5,1.8,0.79
HER2 expr 66K,92,104,103,60,98,67,125
Hsp90 inh,-2,0,-2,0,0,1,-5

(further entries)
item	canonical_smiles	SF-1 act	DUSP1 inh	RORA act	Cdc25B inh	TNAP act DEA
37	O=C(Cc1cccs1)N1CCCC(c2nc3c(nnn3Cc3cccc(Cl)c3)c(=O)[nH]2)C1 (configuration not stated)	-6	30	6	-5	1
38	COc1cc(OC)c(C2=NOC(C(=O)Nc3cc(C)nn3-c3ccccc3)C2)cc1Cl (configuration not stated)	-7	33	-5	-2	0.9
39	COCCNC(=O)c1ccc(C(=O)NCCOC)s1	3	17	-11	-7	0.9
40	O=C(CC12CC3CC(CC(C3)C1)C2)NCC(=O)N1CCCC1	-10	-25	-8	1	1
41	CCOC(=O)c1c(C)c(C(=O)N2CCN(c3cccc(Cl)c3)CC2)c(C)n1C	-5	28	-1	-23	1
42	CCN(CC)CCOC(=O)c1cccc(Br)c1	-5	-5	0	-5	1
43	C=CCn1c(Cc2cccs2)nnc1SCC(=O)Nc1cc(OC)cc(OC)c1	5	-21	6	1	0.9
44	c1ccc(COc2ccc(OCCOCCn3cncn3)cc2)cc1	28	8	8	-4	1
45	COc1ccccc1CNC(=O)[C@@H]1CCCN1C(=O)C1CCN(S(=O)(=O)c2ccc(C)cc2)CC1	-12	-4	-4	-1	0.9
46	CC(C)CC(c1nnnn1CC1CCCO1)N1CCN(c2cccc(Cl)c2)CC1 (configuration not stated)	-2	8	7	-6	0.9
47	O=C(OCc1ccc2c(c1)OCO2)c1ccc(S(=O)(=O)N2CCCCC2)cc1	7	-3	18	-6	0.8
48	COCCn1c(C)nc2oc3ccc(Br)cc3c(=O)c2c1=O	-4	-26	-4	4	0.9

item	FXIIa inh mix	D1 mod	HER2 expr 66K	Hsp90 inh
37	-15	0.7	75	-12
38	30	1.3	97	-2
39	9	-0.24	86	-4
40	5	-0.96	84	1
41	3	1.4	112	0
42	5	-0.11	123	3
43	2	0.93	82	0
44	0	-2	79	-3
45	6	0.2	72	-4
46	1	-0.36	69	1
47	1	0.61	125	-2
48	4	-0.24	77	-11

Going on with the list:
item	canonical_smiles	SF-1 act	DUSP1 inh	RORA act	Cdc25B inh	TNAP act DEA
49	O=C(NC1=NC2CCCCC2N1)c1ccccc1 (configuration not stated)	44	1	25	0	0.9
50	COc1ccccc1-c1cc(C(=O)Nc2cc(C)nn2-c2ccccc2)no1	5	-6	18	-7	1
51	COCCn1c(C)cc(C(=O)COC(=O)c2ccc(N3CCCC3=O)cc2)c1C	7	2	-11	-11	0.9
52	Cc1cc(=O)oc2cc3c(cc12)OCCO3	-2	-1	13	-1	1
53	CC1Cc2ccccc2N1C(=O)Cn1cnc2ccccc2c1=O (configuration not stated)	-6	-7	-12	-2	0.9
54	Cc1ccc(C(=O)Nc2cccc(C(=O)NCc3ccccc3)c2)o1	12	9	22	-5	0.9
55	COc1ccc(C(=O)NCC(c2ccc(F)cc2)N2CCOCC2)cc1S(=O)(=O)N1CCCC1 (configuration not stated)	7	25	-24	-1	0.9
56	CCOC(=O)C1CCCN(C(=O)C(C)Oc2ccc(Cl)cc2Cl)C1 (configuration not stated)	-2	-1	-17	-5	0.9
57	Cc1cccc(CN2CCNC2=O)c1	12	14	-14	-12	0.9
58	COc1ccc(N2CCN(C(c3ccccc3)c3nnnn3Cc3ccc(F)cc3)CC2)cc1 (configuration not stated)	-8	-15	34	-2	0.9
59	COc1ccc(CCNC(=O)CSc2nnc(-c3cccc(C)c3)o2)cc1OC	4	10	-3	-4	0.9
60	Nc1ccc2oc(-c3ccccn3)nc2c1	36	-17	23	0	0.9
61	Cc1noc(C)c1C(=O)N1CCc2ccccc2C1	12	-1	-7	0	0.9

item	FXIIa inh mix	D1 mod	HER2 expr 66K	Hsp90 inh
49	14	-5.4*	106	1
50	-14	·	76	-4
51	8	0.7	86	-3
52	-18	1.4	105	-2
53	3	-0.11	·	·
54	-3	-1.2	114	-3
55	5	0.3	95	1
56	6	0.14	141	1
57	11	-0.13	83	0
58	2	-0.52	87	-1
59	3	1.6	142	-5
60	18	0.17	100	1
61	5	·	-16*	-20
